Source: PubChem (National Center for Advancing Translational Sciences (NCATS))
Coupling enz: qHTS Assay for Inhibitors of Fructose-1,6-bisphosphate Aldolase from Giardia Lamblia: Coupling assay counterscreen; coupling enzyme system counterscreen, AmpLite Red fluorescence; activity change, negative = inhibition, % at 58.2 µM, hits read low; 290,000 compounds, 0.67% hits; AID 2472, 2010; in the data active = activity change below about -30%; also: % is scaled to controls: 0 for no effect and ±100 for the full control effect
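Final compound at 57.5 uM, incubated 10 min at RT with coupling enzyme reagent (glyceraldehyde-3-phosphate), then 20 min with substrate and AmpLite Red detection. Fluorescence read at 525/598 nm; tests interference with the coupling assay, not aldolase inhibition.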
KCNH2 WT inh: qHTS for Inhibitors of KCHN2 3.1: Wildtype qHTS. 340,000 compounds, 0.37% hits. Voltage-gated inwardly rectifying potassium channel KCNH2 (Homo sapiens), Q12809. AID 720551, 2013. activity change, % at 1.84 µM. U2OS, BacMam KCNH2, thallium flux FluxOr; hits give low values;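 active = maximum activity change below -70%; inconclusive = maximum activity change between -70% and -50%; inactive = maximum activity change above -50%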; also: % is scaled to controls: 0 for no effect and ±100 for the full control effect
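U2OS cells were transduced with wild-type KCNH2 virus (2.03 x 10^8 / mL) for 4 h at room temperature, then cultured overnight at 37 C. Thallium flux was read with FluxOr dye. Rate constants were normalized to DMSO controls.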
ASM inhibitor: Inhibitors of Secretory Acid Sphingomyelinase (S-ASM): qHTS | 340,000 compounds, 0.006% hits | Sphingomyelin phosphodiesterase (Homo sapiens), P17405 | Potency, µM (highest dose often 57.5 µM), inactives show at the highest dose activity change, negative = inhibition, actives largely listed as inhibitors | placental ASM, HMU-PC fluorogenic substrate, 60 min; also: potency is read from the fitted curve at half-maximal effect
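HMU-PC0 cleavage (9 uM final) by human placental ASM, 60 min at 37 °C following 10 min compound exposure at RT; stopped at pH 10, fluorescence Ex 386/Em 447 nm.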
TRPV1 agonist: HTS Assay for Compounds that Act as Agonists of the Vanilloid Receptor 1; Transient receptor potential cation channel subfamily V member 1 (Homo sapiens), Q8NER1; TRPV1-expressing cells, Fluo-8 calcium influx, agonist mode; activation, % at 8.33 µM; 320,000 compounds, 0.19% hits; AID 540275, 2011; in the data active = activation above about 80%; inconclusive = between about 30% and that limit; also: 0% is about no effect
Target sequence (Q8NER1 whole entry, looked up): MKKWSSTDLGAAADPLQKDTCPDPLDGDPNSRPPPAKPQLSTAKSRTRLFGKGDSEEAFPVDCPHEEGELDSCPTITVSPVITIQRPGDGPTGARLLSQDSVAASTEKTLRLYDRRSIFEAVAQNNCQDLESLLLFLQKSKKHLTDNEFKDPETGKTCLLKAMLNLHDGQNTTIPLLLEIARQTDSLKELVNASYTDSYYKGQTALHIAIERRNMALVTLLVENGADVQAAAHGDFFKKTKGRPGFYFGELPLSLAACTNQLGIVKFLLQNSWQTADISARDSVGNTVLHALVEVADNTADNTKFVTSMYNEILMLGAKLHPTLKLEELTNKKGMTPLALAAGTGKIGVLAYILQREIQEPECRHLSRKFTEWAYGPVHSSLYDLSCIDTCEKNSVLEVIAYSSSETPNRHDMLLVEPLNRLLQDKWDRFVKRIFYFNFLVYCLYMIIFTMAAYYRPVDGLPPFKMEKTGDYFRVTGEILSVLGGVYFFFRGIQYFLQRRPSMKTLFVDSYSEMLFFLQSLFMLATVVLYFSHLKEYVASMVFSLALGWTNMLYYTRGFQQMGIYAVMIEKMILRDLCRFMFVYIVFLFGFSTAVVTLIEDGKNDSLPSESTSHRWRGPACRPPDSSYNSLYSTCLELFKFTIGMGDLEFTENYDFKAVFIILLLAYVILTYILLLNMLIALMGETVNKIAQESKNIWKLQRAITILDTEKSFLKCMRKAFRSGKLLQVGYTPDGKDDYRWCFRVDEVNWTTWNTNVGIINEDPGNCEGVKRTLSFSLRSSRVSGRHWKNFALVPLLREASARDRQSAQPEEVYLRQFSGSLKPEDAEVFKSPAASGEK
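TRPV1-expressing cells were cultured overnight at 35.5C and loaded with Fluo-8 calcium dye for 40 to 90 min at room temperature. After a 10 s baseline, compound was added and calcium influx was read kinetically for 3 min (ex 480/em 520 nm).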
GALK inh: qHTS Assay for Inhibitors of Human Galactokinase (GALK); P51570; Purified GALK, Kinase-Glo residual ATP luminescence; Potency, µM (doses to about 57.5 µM), inactives show top-dose activity change, negative = inhibition, most hits filed as inhibitors; 270,000 compounds, 0.007% hits; AID 1868, 2009; also: potency is read from the fitted curve at half-maximal effect; % is scaled to controls: 0 for no effect and ±100 for the full control effect
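5 nM enzyme, 35 uM ATP, 100 uM galactose, 20 mM HEPES pH8.0, 5 mM MgCl2; 1 h RT; residual ATP by Kinase-Glo Plus luminescence, qHTS format.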
a7 integrin act: qHTS for Activators of Integrin-Mediated Alleviation for Muscular Dystrophy; alpha7betagal myoblasts, beta-gal FDG fluorescence, 48 h; 350,000 compounds, 0.064% hits; AID 624291, 2012; Potency, µM (top dose mostly 38.3 µM), for inactives: at the top dose activation, usual class: activators;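 also: potency is read from the fitted curve at half-maximal effect; 100% = response of the positive control SU9516; nearly all actives have a fitted effect of over 60% in size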
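Alpha7betagal+/- myoblasts (passage 13) were plated 16-24 hr, then exposed to compounds (1:260 dilution of DMSO stock) for 48 hours at 37C. After MPER lysis, β-galactosidase reporter activity was read as FDG fluorescence (ex 480/em 540) after 30 minutes.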
KCNH2 3.1 inh: qHTS for Inhibitors of KCHN2 3.1: Mutant qHTS. Potassium voltage-gated channel subfamily H member 2, brain isoform KCNH2 3.1 (human). U2OS KCNH2 3.1, thallium flux FluxOr; hits give low values. activity change, % (tested at about 1.8 µM). 340,000 compounds, 0.95% hits. AID 720553, 2013;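 active = maximum activity change below -70%; inconclusive = maximum activity change from -70% to -50%; inactive = maximum activity change above -50%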;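 also: thallium influx rate constant from kinetic fluorescence after stimulation buffer; % is scaled to controls: 0 for no effect and ±100 for the full control effect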
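U2OS cells transduced with KCNH2 3.1 mutant virus (1.77 x 10^8 /mL, 4 h), plated overnight at 37 C, loaded 45 min with FluxOr dye plus Red40 quencher. Thallium flux rate constant from kinetic reads after stimulation buffer, normalised to controls.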
AT treatment: qHTS Assay for Identifying a Potential Treatment of Ataxia-Telangiectasia; Potency, µM (highest dose often 57.5 µM), for the others: at the highest dose activation, most hits filed as activators; AID 485349, 2010; […] A-T fibroblasts, KAP-1 phosphorylation AlphaLISA; neocarzinostatin DNA damage 30 min before lysis; 320,000 compounds, 0.19% hits; also: potency is read from the fitted curve at half-maximal effect; % of control where 0% means no effect; nearly all actives have a fitted effect of over 45% in size
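ATM-like activity read as KAP-1 phosphorylation via AlphaLISA donor/acceptor antibody pairs after lysis and 6 hr at 25C. Cells were ATM-null patient fibroblasts ([…], hTERT), dosed 60 min, then exposed to the DSB inducer NCS for 30 min.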
MBNL1 CUG block: qHTS Assay for Inhibitors of MBNL1-poly(CUG) RNA binding; Muscleblind-like protein 1 (Homo sapiens), Q9NR56; TR-FRET MBNL1-His/biotin-(CUG)12 binding, 665/545 ratio; Potency, µM (top dose mostly 57.5 µM), for the others: top-dose activity change, negative = inhibition, usual class: inhibitors; 280,000 compounds, 0.036% hits; active = well fitted inhibition curve with a large enough effect in the signal ratio, with a control signal flat, not every such curve was filed as active; inconclusive = small, poorly fitted or top-dose-only effect, or effect the other way, or a change in a side signal; inactive = no such curve, though single readings can be large or run the other way; the % refers to the signal ratio; also: potency is read from the fitted curve at half-maximal effect; % is scaled to controls: 0 for no effect and ±100 for the full control effect
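MBNL1-His + Biotin-(CUG)12, cpd titration 92 nM–58 uM; Tb anti-His Ab 0.055 ng/ul, SA-XL665 5 nM (final); 60 min RT; ratiometric 665/545 nm, Ex 340 nm; normalized to buffer and full-complex controls.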
CXXC DNA block: qHTS Fluorescence Polarization Assay for Inhibitors of MLL CXXC domain - DNA interaction; Histone-lysine N-methyltransferase 2A (Homo sapiens), Q03164; MLL-CXXC / FITC-HOXA9 DNA fluorescence polarization; Potency, µM (series often up to 115 µM), without a hit: at the top dose activity change, negative = inhibition, hits mostly inhibitors; 290,000 compounds, 0.037% hits; AID 2662, 2010; active = well fitted inhibition curve with a large enough effect in the polarisation, with a control signal flat, not every such curve was filed as active; inconclusive = small, poorly fitted or top-dose-only effect, or effect the other way, or a change in a side signal; inactive = no such curve, though single readings can be large or run the other way; the % refers to the polarisation; also: potency is read from the fitted curve at half-maximal effect
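Steps: dispense CXXC domain solution (7 uM) → pin compounds or unlabeled HOX-A9 DNA control → 5 min ambient → add FLSN-HOX-A9 solution (50 nM) → spin → 30 min ambient → fluorescence polarization. Tris pH 7.5/NaCl/DTT/BSA buffer.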
Active calls of the source: *; i = inactive; ? = inconclusive; nt = not tested or not shown; [ ] = remark or other dose. Unless noted, calls follow the shape of the dose curve; as a rule, active = well fitted curve in the direction sought with a large enough effect; inconclusive = small, poorly fitted or top-dose-only effect, or another doubt; inactive = no such curve, though single readings can be large; an effect the other way counts as inactive or inconclusive. Rows were taken by chance, and some 2% of all compounds hit somewhere here.

SMILES	Coupling enz	KCNH2 WT inh	ASM inhibitor	TRPV1 agonist	GALK inh	a7 integrin act	KCNH2 3.1 inh	AT treatment	MBNL1 CUG block	CXXC DNA block
O=CN1CCN(c2ncnc3c2nnn3Cc2c(F)cccc2Cl)CC1	-3	-14	-2%	20	1%	-14%	2	-1%	?	-4%
CCOC(=O)C1(CCCc2ccccc2)CCN(C(=O)CCC2=NNC(=O)CC2)CC1	4	19	1%	-4	0%	-54%[inhibitor]	-1	7%	-13%	-8%
COc1ccc(C(=O)NNC(=O)C2CCN(S(=O)(=O)c3ccc(C)cc3)CC2)cc1	1	5	-2%	-1	-1%	25%	13	3%[11.5 µM]	-2%	3%
CC(C)(C)n1c(=O)[nH]c2c(c1=O)CCC2	3	-8	3%	-2	-1%	-1%	-2	-2%	-6%	-5%
Cc1ccc(S(=O)(=O)NCc2ccc(C(=O)N(C)CCC#N)cc2)cc1	3	10	2%	1	0%	1%	-19	-5%	-4%	6%
O=C(NC(=S)N1CCN(C/C=C/c2ccccc2)CC1)c1c(F)cccc1F	1	-12	1%	3	1%	-21%	-4	-6%	nt	11%
CC1=CC(C)(C)N2C(=O)C(=O)c3cc(OC(=O)c4ccco4)cc1c32	-13	14	-3%	1	-3%	-38%	2	-2%	4%	97%[activator]
Cc1cccc(OCCCn2c(=O)oc3ccc(C)cc32)c1	-3	3	-2%	23	1%	23%	-16	11%	?	0%
O=C(CSc1nnc(CNC(=O)c2c(F)cccc2F)o1)c1ccccc1	0	-10	0%	-3	4%	0%	2	-12%	12%	2%
COc1ccc(NC(=O)N2CCCC(C(=O)Nc3ccccc3OC)C2)cc1 (stereo not given)	2	-7	-3%	0	18%	-7%	-7	5%	0%	-6%
Cn1c(=O)n(CC(N)=O)c(=O)c2c1nc1n2CCCN1Cc1ccccc1	-3	18	4%	-2	-2%	?	4	9%	-4%	-2%
Cc1nnsc1-c1nnc(SCC(=O)c2ccccc2)n1C1CC1	-2	-7	0%	-3	0%	?	6	6%	nt	-5%
C[C@H](C(=O)C=[N+]=[N-])N1C(=O)c2ccccc2C1=O	0	nt	nt	0	7%	nt	nt	3%	12%	-1%
CN(CC(=O)Nc1ccc(F)cc1)C(=O)c1cc(-c2ccco2)nc2ccccc12	nt	2	194%[activator]	-3	nt	13%	24	-2%	nt	nt
Cc1c(CCC(=O)N[C@@H](CCCNC(N)=O)C(=O)O)c(=O)oc2cc3oc4c(c3cc12)CCCC4	0	-3	58%[activator][11.5 µM]	-2	0%	-41%	10	-3%	1%	11%
C/C(=N\NC(=O)C1(C)CC1(Br)Br)c1ccc(NC(=O)c2ccc(C)o2)cc1 (stereo not given)	0	3	-3%	7	1%	28%	-3	7%	1%	6%
O=C(CSc1nnc(COc2ccc(Cl)cc2)o1)NC1CC2CCC1C2 (stereo not given)	0	5	-2%	10	12%	-1%	-4	-5%	-4%	5%
CCOC(=O)C1=C(C)N(c2ccccc2)C(=O)C1CC(=O)O (stereo not given)	0	-2	0%	0	-1%	-14%	-15	5%	3%	0%
Cn1c(=O)c2c(nc(Oc3ccc4c(c3)OCO4)n2Cc2ccc(F)cc2)n(C)c1=O	-1	-17	0%	8	0%	2%[7.66 µM]	24	-2%	-2%	20%
CN1C(=O)c2cccc(NC(=O)CCc3ccccc3)c2C1=O	3	-10	-1%	13	0%	-18%	38	1%	?	-5%
COc1cc(/C=C/c2nc3ccccc3s2)cc(OC)c1O	-1	1	99%[activator]	6	1%	nt	-4	0%	?	?
Cc1ccc(C(C)C)c(OCc2nnc3n2CCCCC3)c1	-1	-1	1%	11	-3%	-24%	6	-2%	0%	-2%
CC(C)(C)OC(=O)N/N=C\c1cccnc1	3	11	4%	4	-3%	9%	32	-4%	1%	4%
O=C(Oc1ccccc1)c1cc2ccccc2o1	0	-10	-5%	8	-2%	-6%	-1	1%	3%	3%
C=CC[C@@H](CC(=O)NCCO)C(=O)NC[C@H](OC(=O)[C@@H](CC=C)CC(=O)OC(C)(C)C)c1ccccc1	nt	-48	1%	nt	nt	0%	-9	8%	nt	nt
COC(=O)c1cn(CCOc2ccccc2)c2ccccc12	0	-11	-8%	19	1%	1%	1	10%	-4%	1%
Cc1cc(C)c2[nH]c(=O)c(CN(CC3CCCO3)C(=O)C3CCCO3)cc2c1 (stereo not given)	0	-8	0%	1	7%	8%	-2	7%	-8%	6%
CCc1c(C#N)c(SCCC(=O)Nc2ccc(OC)cc2)nc2c1C(=O)CC(C)(C)C2	3	-11	-16%	-1	-2%	-13%	4	1%	2%	4%
O=C(CCN1C(=O)/C(=C/c2cccs2)SC1=S)NC1=NCCS1	1	-8	-3%	-5	nt	-19%	-6	-5%	?	4%
COCC(C)n1c(SCc2nc3ccccc3c(=O)[nH]2)nc2ccccc2c1=O (stereo not given)	5	-17	-1%	14	13%	-17%	9	3%	-7%	5%
CCOC(=O)c1cnc(Cc2ccccc2)[nH]c1=O	1	6	2%	-2	-8%	-7%	-5	-5%	-13%	2%
Cc1ccccc1CC1(CO)CCCN(C(=O)c2cccc(Cl)c2)C1 (stereo not given)	-3	-1	-9%	8	-2%	20%	-10	-2%	5%	0%
Nc1nc(Cl)nc2ccc(Br)cc12	2	nt	-1%	2	-2%	0%	6	9%	12%	27%
CCc1cccc(C)c1NC(=O)CSc1nc2ccncc2[nH]1	0	2	0%	4	-2%	-5%	-15	8%	-3%	0%
O=C(NCc1ccc(Cl)cc1)c1cccc(NC(=O)c2ccccc2)c1	-1	12	-9%	3	0%	-15%	25	-2%	nt	-4%
CCC(=O)Nc1cc2c(cc1C(C)=O)OCCO2	2	2	15%	-6	-1%	11%	1	5%	12%	-3%
O=C(Nc1nnc(-c2ccc(F)cc2)s1)Nc1ccccc1F	0	-1	18%	0	-1%	-2%	-5	1%	2%	-10%
O=C(CSCCc1ccccn1)Nc1cccnc1Cl	0	-24	6%	0	-6%	4%	1	6%	0%	2%
CCOc1ccc(OCC(=O)OCC(=O)NNC(=O)c2ccc([N+](=O)[O-])cc2)cc1	nt	0	-4%	-3	nt	-15%	3	3%	nt	nt
CCCC[C@]12Cc3ccccc3C(O1)c1c(c3ccccc3oc1=O)O2	0	nt	nt	i	nt	nt	nt	-1%[11.5 µM]	-2%[11.5 µM]	7%[23 µM]
Cc1cccc(-c2cc3nc4c(c(N5CCC6(CC5)OCCO6)n3n2)CCCC4)c1	nt	-3	-1%	nt	nt	11%	2	nt	nt	nt
O=C(Nc1cc(Cl)cc(Cl)c1)N1CCCN(Cc2ccccc2)CC1	0	-10	-4%	20	nt	-20%	-23	4%	?	-4%
CN(C)c1ccc(/C=N/NC(=O)c2ccc3c(c2)OCCO3)cc1	-1	7	156%[activator]	5	-2%	-1%	-3	-1%	?	?
CCOC(=O)C1CCN(CC(C)(C)NS(=O)(=O)c2ccccc2)CC1	-2	0	-1%	1	0%	5%	10	2%	5%	23%
CC(=O)N1CCN(c2ccc(Oc3ccc([N+](=O)[O-])c(C(F)(F)F)c3)cc2)CC1	-1	-6	-8%	3	0%	-43%	-18	8%	?	-7%
COc1ccc(CCNC(=O)C2CCN(C(=O)c3ccc(F)cc3)CC2)cc1OC	5	7	1%	0	0%	-8%	-7	-2%	-6%	?
Cc1cc(=O)[nH]c(SCC(=O)Nc2c(C)n(C)n(-c3ccccc3)c2=O)c1C#N	nt	4	11%	0	nt	20%	5	-9%	nt	nt
O=C(COc1ccccc1)Nc1cccc(-c2nnc(-c3ccccc3)o2)c1	-1	-4	-12%	21	2%	-14%	-18	7%	0%	0%
CC(=O)N/N=C(/C)c1ccc(NC(=O)c2csc(C)c2C)cc1	nt	-12	-1%	18	-1%	-1%	5	10%	7%	0%
COc1ccc(NC(=O)CSc2nnc(C)n2C2CC2)cc1S(=O)(=O)N1CCOCC1	nt	-8	0%	-5	nt	20%	8	1%	nt	nt
O=C(CCNC(=O)c1ccc(Br)cc1)NNC(=O)c1ccccc1	nt	4	0%	nt	nt	-29%	-3	4%	nt	nt
CCOc1nc(-c2ccccc2)ccc1-c1noc(-c2cccs2)n1	0	-4	-1%	?	1%	22%	10	-5%	-1%	4%
